High-throughput results from PubChem.
AmpC no deterg: blocks E. coli AmpC beta-lactamase in detergent-free assay; Potency, µM (highest dose often 57.1 µM), for the others: at the top dose activity change, negative = inhibition, actives largely listed as inhibitors; AmpC nitrocefin hydrolysis, absorbance 480 nm, 0.0001% Triton; 330,000 tested, 0.52% active;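 also: potency is read from the fitted curve at half-maximal effect; plate controls were no compound for no effect and no enzyme for full effect; nearly all actives have a fitted effect of over 20% in size; some results filed as inactive show a strong effect at the top dose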
Target sequence (P00811 whole entry, looked up): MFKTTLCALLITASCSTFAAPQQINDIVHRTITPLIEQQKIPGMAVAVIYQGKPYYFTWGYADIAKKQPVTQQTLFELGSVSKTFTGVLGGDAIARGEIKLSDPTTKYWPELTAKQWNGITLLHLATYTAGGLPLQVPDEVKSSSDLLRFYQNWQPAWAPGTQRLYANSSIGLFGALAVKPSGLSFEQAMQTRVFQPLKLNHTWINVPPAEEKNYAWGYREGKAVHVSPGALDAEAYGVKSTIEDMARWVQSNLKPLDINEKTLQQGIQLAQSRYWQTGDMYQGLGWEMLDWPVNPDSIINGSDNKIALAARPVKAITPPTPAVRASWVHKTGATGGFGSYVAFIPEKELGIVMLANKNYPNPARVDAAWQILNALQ
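20 mM phosphate pH 7.0 + 0.01% (detergent screen) or 0.0001% Triton X-100; 5.3 nM AmpC reagent; cpd preinc 15 min RT; nitrocefin (800 uM stock) to start; A480 q20 s × 4 min; Activity was normalised to no-enzyme and no-compound control wells.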
TbPYK inhibitor: blocks Trypanosoma brucei pyruvate kinase. TbPYK enzyme, Kinase-Glo Plus ATP luminescence, 45 min. AID 624173. Potency, µM (series often up to 76.8 µM), for the others: top-dose activity, negative = inhibition, hits mostly inhibitors. 410,000 tested, 0.12% active; also: potency is read from the fitted curve at half-maximal effect; nearly all actives have a fitted effect of over 50% in size
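Screened from lowest to highest concentration, compounds were pinned into TbPYK/substrate mixtures, and ADP (130 uM final) was added. Plates sat at room temperature for 45 min prior to Kinase-Glo Plus detection by luminescence.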
AMA1 RON2 block: inhibitors of Plasmodium falciparum AMA1-RON2 interaction. 360,000 tested, 0.2% active. Potency, µM (top dose mostly 58.2 µM), for the others: at the highest dose activity change, negative = inhibition, usual class: inhibitors. AlphaScreen AMA1-biotinylated RON2 peptide binding;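 also: potency is read from the fitted curve at half-maximal effect; 0% = vehicle wells and -100% = peptide control; nearly all actives have a fitted effect of over 45% in size; some results filed as inactive show a strong effect at the top dose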
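AMA1 (3D7) with his tag at 25 nM final met compounds first, then biotinylated RON2 peptide at 25 nM; detection used donor plus acceptor beads, 10 µg/mL apiece, read by AlphaScreen after 30 min at room temperature.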
LmPK inh: inhibitors of Leishmania mexicana pyruvate kinase; purified LmPK, Kinase-Glo ATP luminescence, 1 h; Potency, µM (doses to about 57.5 µM), for the others: at the highest dose activity change, negative = inhibition, hits mostly inhibitors; AID 1721; 290,000 tested, 0.37% active; also: potency is read from the fitted curve at half-maximal effect
Target sequence (Q27686 whole entry, looked up): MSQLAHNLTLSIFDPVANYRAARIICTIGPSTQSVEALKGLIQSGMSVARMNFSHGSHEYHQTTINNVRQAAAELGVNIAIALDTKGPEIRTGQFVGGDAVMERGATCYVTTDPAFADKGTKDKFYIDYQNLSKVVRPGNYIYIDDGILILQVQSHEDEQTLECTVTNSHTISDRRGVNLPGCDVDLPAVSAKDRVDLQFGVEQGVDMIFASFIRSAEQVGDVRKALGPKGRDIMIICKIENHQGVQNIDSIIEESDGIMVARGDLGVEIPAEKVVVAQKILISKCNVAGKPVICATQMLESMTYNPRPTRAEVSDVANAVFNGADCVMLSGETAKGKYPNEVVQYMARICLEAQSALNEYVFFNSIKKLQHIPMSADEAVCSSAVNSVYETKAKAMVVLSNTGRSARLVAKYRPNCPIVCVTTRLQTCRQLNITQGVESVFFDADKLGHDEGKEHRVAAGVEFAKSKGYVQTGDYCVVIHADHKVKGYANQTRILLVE
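Purified LmPK (0.1 nM) with 0.5 mM PEP and 0.1 mM ADP in imidazole buffer pH 7.2 with MgCl2/KCl, 1 h at room temperature. ATP formed was read by luciferase luminescence and normalized to no-enzyme and uninhibited controls.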
HCMV antiviral: blocks human cytomegalovirus replication | 410,000 tested, 4.5% active | HFF cells, HCMV-luciferase reporter, 72 h; stronger effect = lower value | activity change, negative = inhibition, % at 57.5 µM; in the data active = activity change below about -60%; inconclusive = no clear call, values can overlap the other calls; inactive = above about -39%
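Two-dose cell screen: HFF monolayers treated with compounds and infected with luciferase-expressing HCMV at 1 PFU/cell, 72 h at 37C, then lysed for luciferase measurement.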
AmpC inh detg: blocks E. coli AmpC beta-lactamase in detergent assay; P00811; AmpC hydrolysis of nitrocefin, absorbance 480 nm, 0.01% Triton; Potency, µM (top dose mostly 114 µM), without a hit: at the highest dose activity change, negative = inhibition, most hits filed as inhibitors; 370,000 tested, 0.041% active; AID 485294;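 also: potency is read from the fitted curve at half-maximal effect; 0% = no-compound wells and -100% = no-enzyme wells; nearly all actives have a fitted effect of over 25% in size; some results filed as inactive show a strong effect at the top dose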
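AmpC (5.3 nM in the dispensed reagent) in 20 mM phosphate pH 7.0 with 0.01% (detergent screen) or 0.0001% Triton X-100 was preincubated with compounds for 15 min at room temperature. Nitrocefin was then added from an 800 uM solution, and hydrolysis was followed at 480 nm.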
Sm TGR block: S. mansoni TGR enzyme inhibition | Q962Y6 | AID 485364 | purified TGR, DTNB reduction, TNB absorbance 405 nm | Potency, µM (top dose mostly 114 µM), for inactives: at the top dose activity change, negative = inhibition, most hits filed as inhibitors | 360,000 tested, 3% active; also: potency is read from the fitted curve at half-maximal effect; nearly all actives have a fitted effect of over 60% in size
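TGR 20 nM + NADPH 100 uM (dispensed conc.), cpd preinc 15 min RT; start with NADPH (500 uM addition) then DTNB (15 mM addition). Kinetic TNB absorbance, 405 nm filter. Four-parameter Hill fit across titration.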
* = called active by the depositor; ? = inconclusive; · = not tested or not shown; & = joins results of further samples; [ ] = another dose, or the depositor's remark. Unless noted, calls follow the shape of the dose curve; as a rule, active = well fitted curve in the direction sought with a large enough effect; inconclusive = small, poorly fitted or top-dose-only effect, or another doubt; inactive = no such curve, though single readings can be large; an effect the other way counts as inactive or inconclusive. Unless noted, % is scaled to controls: 0 for no effect and ±100 for the full control effect.

SMILES	AmpC no deterg	TbPYK inhibitor	AMA1 RON2 block	LmPK inh	HCMV antiviral	AmpC inh detg	Sm TGR block
Cc1cc(C)cc(OC(C)C(=O)Nc2nonc2-c2ccc(Br)cc2)c1 (centres undefined)	·	2%	·	·	-62*	25%	-5%
CCCn1c(=O)n(N)c2ccccc21	-26%	-1%	5%	-2%	-3	-8%	-8%
CN(C)C(=O)c1c(-c2ccccc2)oc2ccc(O)cc12	-2%	0%	0%	1%	-29	-9%	0%
Cc1ccc(NC(=O)C2CCN(S(=O)(=O)c3cccc4nsnc34)CC2)cc1F	·	2%	·	·	-17	1%	2%
Fc1ccc(CN2CCN3CCCC3C2C2CCCCC2)cc1F (centres undefined)	42%	-3%	0%	-1%	-6	-3%	-3%
O=C(CN1CCN(c2ccc(Cl)cc2)CC1)N1CCCC1	8%	-12%	0%	1%	-26	-1%	3%
CCOC(=O)c1cnc(SC)nc1Oc1cccc(NS(=O)(=O)c2ccc(Cl)cc2)c1	-6%	-6%	0%	6%	10	?	-17%
C/C(=N\n1nnnc1Nc1ccccc1)c1ccc(N)cc1	-26%	·	·	-5%	·	4%	10%
C[C@@H]1CN([C@H](C)CO)C(=O)CCCn2nncc2CO[C@@H]1CN(C)C(=O)Nc1cccc2ccccc12	·	6%	19%	·	-1	·	·
Cc1ccc(S(=O)(=O)N(C)Cc2nc(-c3ccccc3)oc2C)cc1	·	-4%	·	·	-1	2%	12%
CCOC(=O)C(=Cc1ccc(-n2ccnc2)cc1)C(=O)OCC	3%	-6%	-9%	-2%	-86*	6%	13µM*
O=C(NCC(c1cccs1)N1CCOCC1)c1ccccc1NS(=O)(=O)c1ccc(Cl)cc1 (centres undefined)	-1%	3%	5%	2%	?	-4%	-7%
Cc1occc1C(=O)NNC(=S)NCc1ccccc1	-14%	-22%	28%	3%	46	?	0%
COc1ccccc1NS(=O)(=O)c1cc(NC(=O)c2cccc(S(=O)(=O)N(C)C)c2)ccc1N1CCOCC1	-9%	-11%	-11%	·	-21	6%	17%
CC(=O)n1cc(Nc2ccc([N+](=O)[O-])cc2)c2ccccc21	-49%	1%	-4%	1%	158	-9%	0%
O=C(OCC(=O)N1CCCC1)c1cccs1	-8%	-1%	6%	-9%	-11	-8%	0%
COc1ccc(-c2cc(C(=O)N3CCCCCC3)c3cc(C)ccc3n2)cc1	87%[activator]	0%	-9%	-3%	13	1%	0%
CC1CCN(C(=O)CSc2nc3ncccc3[nH]2)CC1	-9%	-6%	7%	8%	33	2%	3%
C=CCn1c(NC(=O)c2ccc(Br)o2)c(C(=O)OCC)sc1=S	-20%	-29%	21%	6%	-22	0%	6%[11.4 µM]
CC(OC(=O)/C=C/c1ccc2ccccc2n1)C(=O)N(C)c1ccccc1 (centres undefined)	-14%	-1%	12%	·	-35	?	-2%
COc1ccc(/C=C/C(=O)OCC(=O)NCCC2=CCCCC2)cc1OC	50%	-2%	0%	-1%	-3	2%	-6%
CC(C)(C)NC(=O)CSc1ccc(C(C)(C)C)cc1	-1%	-5%	3%	0%	59	0%	1%
CCOc1ccc(S(=O)(=O)Nc2nc3ccccc3nc2Nc2ccc(OC)cc2)cc1	·	2%	·	·	?	11%	10%
CCOC(=O)C1(C)CCCN(C(=O)c2cc(C#N)cs2)C1 (centres undefined)	·	-3%	9%	·	-5	·	·
COc1ccc(/C=N/Nc2cc(C)nc3ccc(OC)cc23)c(OC)c1	-21%	-8%	-26%	-1%	-105*	1%	-22%
Cc1cc(NS(=O)(=O)c2ccc(NC(=S)Nc3ccc(Cl)cc3C)cc2)no1	-28%	1%	13%	5%	-18	4%	-22%
CCN(CC)C(=O)c1sc2c(c1C)c(=O)n(-c1ccccc1)c(=O)n2CC(=O)Nc1ccc(C)cc1C	·	0%	·	·	5	-4%	7%
O=C1CN(S(=O)(=O)c2cccc(Br)c2)CCN1	7%	-1%	2%	·	-2	·	·
COc1ccc(OC)c(-c2csc(-c3c(N)c(C(=O)c4ccccc4)n4ccccc34)n2)c1	·	0%	·	·	6	23%	0%
C/C(CCC(=O)O)=N/Nc1ccc([N+](=O)[O-])cc1[N+](=O)[O-]	-9%	1%	-16%	-3%	55	?	?
CCCOc1ccccc1C(=O)Nc1nc2c(s1)CCCC2	·	1%	·	·	-64*	21%	6%
COc1ccc(-n2c(N)c(C(=O)NCc3ccco3)c3nc4ccccc4nc32)cc1OC	216%[activator]	4%	71%[activator]	5%	-81*	?	40µM*
Cc1cc(C)c(NC(=O)CSc2nnc(CN3CCOCC3)n2C)c(C)c1	-23%	4%	-14%	0%	-9	-2%	5%
CC(C)(C)c1ccc(C(=O)N2[C@H](COCc3ccccc3)C=CS2(=O)=O)cc1	·	1%	20%	·	-11	·	·
O=C(CCc1nnc(CCCCc2ccccc2)o1)NCCCc1cccnc1	81%[activator]	-4%	6%	2%	?	-8%	-14%[57.1 µM]
CCCCn1nnnc1C1(C)CCC(=O)N1C1CC1 (centres undefined)	·	0%	3%	·	10	·	·
Fc1cccc(F)c1-c1nc(-c2ccc(Cl)cc2)no1	-24%	3%	18%	-7%	141	0%	9%
CCOC(=O)CNC(=O)C1(/C=C/c2ccccc2)CC(=O)N1c1ccc(C)cc1 (centres undefined)	123%[activator]	2%	0%	0%	5	-1%	0%
CCCn1c(CN2CCN(C(=O)OCC)CC2)nc2cc([N+](=O)[O-])ccc21	105%[activator]	2%	13%	-1%	-76*	3%	-5%
CCc1ccc(Nc2n[n+](-c3ccccc3)c(-c3ccc(OC)c(Br)c3)s2)cc1	59%	-4%	42%[activator]	0%	2	-18%	-2%
Cc1[nH]c2ccccc2c(=O)c1CNCc1ccccc1	·	-1%	30%[activator]	·	-17	·	·
CCc1ccccc1NC(=O)CN(C)Cc1nc(N)nc(Nc2ccccc2C)n1	23%	0%	32%[activator]	-1%	-13	-4%	0%
COc1ccc(S(=O)(=O)NCC(c2ccco2)S(=O)(=O)c2ccc(C)cc2)cc1C (centres undefined)	·	2%	·	·	-14	-1%	0.79µM*
Nc1ccn(Cc2cccc(Cl)c2)n1	-17%	2%	-16%	-2%	-27	5%	8%
CC[N+](CC)(CC)CCOc1cccc(OCC[N+](CC)(CC)CC)c1OCC[N+](CC)(CC)CC	-11%	-8%&-4%	-7%	·	·	-9%	-26%
COc1ccc(OC)c(Nc2nc(-c3sc(C)nc3C)cs2)c1	94%[activator]	-5%	?	-3%	-16	-16%	-2%
COc1ccccc1-c1noc(CCCC(=O)NCc2ccco2)n1	·	5%	·	·	53	9%	-27%
CC(C)OC(=O)c1nn2c(C(F)(F)F)cc(-c3ccc(Br)o3)nc2c1Br	-23%	-5%	-2%	-1%	-16	?	20µM*
CCc1ccc2nc(NC(=O)C3CSC4(C)CCC(=O)N34)sc2c1 (centres undefined)	?	5%	-19%	·	28	?	-3%
Cc1cccc(OCC(=O)OCC(=O)c2c(N)n(C)c(=O)n(C)c2=O)c1	-1%	-7%	-13%	-4%	34	-2%	-21%
CCCCN(C(=O)CSCC(=O)Nc1ccc(C)cc1)c1c(N)n(CC(C)C)c(=O)[nH]c1=O	20%	-6%	10%	·	-26	0%	-2%
O=C(Nc1cccc(C(F)(F)F)c1)C1CCCO1 (centres undefined)	-15%	-9%	-2%	-1%	-28	-13%	·
Cc1nn(CC(C)C)c(Cl)c1C(=O)N(C)CC(=O)Nc1ccc(Cl)cc1	·	-4%	5%	·	-11	·	·
NC(=O)C1CCN(C(=O)c2cc3c(s2)CCCC3)CC1	0%	-2%	-11%	·	2	-1%	-6%
COc1cccc(OC(=O)CSc2nnc(-c3ccc4c(c3)OCO4)o2)c1	·	2%	·	·	22	-6%	-15%

Another view of some results above:
The line under a structure holds: AmpC no deterg, TbPYK inhibitor, AMA1 RON2 block, LmPK inh, HCMV antiviral, AmpC inh detg, Sm TGR block
Cc1ccc(S(=O)(=O)N(C)Cc2nc(-c3ccccc3)oc2C)cc1
  ·, -4%, ·, ·, -1, 2%, 12%
CCOC(=O)C(=Cc1ccc(-n2ccnc2)cc1)C(=O)OCC
  3%, -6%, -9%, -2%, -86*, 6%, 13µM*
O=C(NCC(c1cccs1)N1CCOCC1)c1ccccc1NS(=O)(=O)c1ccc(Cl)cc1 (centres undefined)
  -1%, 3%, 5%, 2%, ?, -4%, -7%
Cc1occc1C(=O)NNC(=S)NCc1ccccc1
  -14%, -22%, 28%, 3%, 46, ?, 0%
COc1ccccc1NS(=O)(=O)c1cc(NC(=O)c2cccc(S(=O)(=O)N(C)C)c2)ccc1N1CCOCC1
  -9%, -11%, -11%, ·, -21, 6%, 17%
CC(=O)n1cc(Nc2ccc([N+](=O)[O-])cc2)c2ccccc21
  -49%, 1%, -4%, 1%, 158, -9%, 0%
O=C(OCC(=O)N1CCCC1)c1cccs1
  -8%, -1%, 6%, -9%, -11, -8%, 0%
COc1ccc(-c2cc(C(=O)N3CCCCCC3)c3cc(C)ccc3n2)cc1
  87%[activator], 0%, -9%, -3%, 13, 1%, 0%
CC1CCN(C(=O)CSc2nc3ncccc3[nH]2)CC1
  -9%, -6%, 7%, 8%, 33, 2%, 3%
C=CCn1c(NC(=O)c2ccc(Br)o2)c(C(=O)OCC)sc1=S
  -20%, -29%, 21%, 6%, -22, 0%, 6%[11.4 µM]
CC(OC(=O)/C=C/c1ccc2ccccc2n1)C(=O)N(C)c1ccccc1 (centres undefined)
  -14%, -1%, 12%, ·, -35, ?, -2%
COc1ccc(/C=C/C(=O)OCC(=O)NCCC2=CCCCC2)cc1OC
  50%, -2%, 0%, -1%, -3, 2%, -6%
CC(C)(C)NC(=O)CSc1ccc(C(C)(C)C)cc1
  -1%, -5%, 3%, 0%, 59, 0%, 1%
CCOc1ccc(S(=O)(=O)Nc2nc3ccccc3nc2Nc2ccc(OC)cc2)cc1
  ·, 2%, ·, ·, ?, 11%, 10%
CCOC(=O)C1(C)CCCN(C(=O)c2cc(C#N)cs2)C1 (centres undefined)
  ·, -3%, 9%, ·, -5, ·, ·
COc1ccc(/C=N/Nc2cc(C)nc3ccc(OC)cc23)c(OC)c1
  -21%, -8%, -26%, -1%, -105*, 1%, -22%
